# KDM5B inhibitor: inhibitors of human KDM5B histone demethylase; Q9UGL1; KDM5B demethylase, FDH-coupled NADH fluorescence (FDH is formaldehyde dehydrogenase); Potency, µM (series often up to 57.7 µM), without a hit: at the highest dose activity change, negative = inhibition, usual class: inhibitors; 2.6% of 220,000 active; active = well fitted inhibition curve with a large enough effect; inconclusive = small, poorly fitted or top-dose-only effect; inactive = no such curve, though single readings can be large or run the other way; also: 0% is about no effect; nearly all actives have a fitted effect of over 70% in size
# Target sequence (Q9UGL1 whole entry, looked up): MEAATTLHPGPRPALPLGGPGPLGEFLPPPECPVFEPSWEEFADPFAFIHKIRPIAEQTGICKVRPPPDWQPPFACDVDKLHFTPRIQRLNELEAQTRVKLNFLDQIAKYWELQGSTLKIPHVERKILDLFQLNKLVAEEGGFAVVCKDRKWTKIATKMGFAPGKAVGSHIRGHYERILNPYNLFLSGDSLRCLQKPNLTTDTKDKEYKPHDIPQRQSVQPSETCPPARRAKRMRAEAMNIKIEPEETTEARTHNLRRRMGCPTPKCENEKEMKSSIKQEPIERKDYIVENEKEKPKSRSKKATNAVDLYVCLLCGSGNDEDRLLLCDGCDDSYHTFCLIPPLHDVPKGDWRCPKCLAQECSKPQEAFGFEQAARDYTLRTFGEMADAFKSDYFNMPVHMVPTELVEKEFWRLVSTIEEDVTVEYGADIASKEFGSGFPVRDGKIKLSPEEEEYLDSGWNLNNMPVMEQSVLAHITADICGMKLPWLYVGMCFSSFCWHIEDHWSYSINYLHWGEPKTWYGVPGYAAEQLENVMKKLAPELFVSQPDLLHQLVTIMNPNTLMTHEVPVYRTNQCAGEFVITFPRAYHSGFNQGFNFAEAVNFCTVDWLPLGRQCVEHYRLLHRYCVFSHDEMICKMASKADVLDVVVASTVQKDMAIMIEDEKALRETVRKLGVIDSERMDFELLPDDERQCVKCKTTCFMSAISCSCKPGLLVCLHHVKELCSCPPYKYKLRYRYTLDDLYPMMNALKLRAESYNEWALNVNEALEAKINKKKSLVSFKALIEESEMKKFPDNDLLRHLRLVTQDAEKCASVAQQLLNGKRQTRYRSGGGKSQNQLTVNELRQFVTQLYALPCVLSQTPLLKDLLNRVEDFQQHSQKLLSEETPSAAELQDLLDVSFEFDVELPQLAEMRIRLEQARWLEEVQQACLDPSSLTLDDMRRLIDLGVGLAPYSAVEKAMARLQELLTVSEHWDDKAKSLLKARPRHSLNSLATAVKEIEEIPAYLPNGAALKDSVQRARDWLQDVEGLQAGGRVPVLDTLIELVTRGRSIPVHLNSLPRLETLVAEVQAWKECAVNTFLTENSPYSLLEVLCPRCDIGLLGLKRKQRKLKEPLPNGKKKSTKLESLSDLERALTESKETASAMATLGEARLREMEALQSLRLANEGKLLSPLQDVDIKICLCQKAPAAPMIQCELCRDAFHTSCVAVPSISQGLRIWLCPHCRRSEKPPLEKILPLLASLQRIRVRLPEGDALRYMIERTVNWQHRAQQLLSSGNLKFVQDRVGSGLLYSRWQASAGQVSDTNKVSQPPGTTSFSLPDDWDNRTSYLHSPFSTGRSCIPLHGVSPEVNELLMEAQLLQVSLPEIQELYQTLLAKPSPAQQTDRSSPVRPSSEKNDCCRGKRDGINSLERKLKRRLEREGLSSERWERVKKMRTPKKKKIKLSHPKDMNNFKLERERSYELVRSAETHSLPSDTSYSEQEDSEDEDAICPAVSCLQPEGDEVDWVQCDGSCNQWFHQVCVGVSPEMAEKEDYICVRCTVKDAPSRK
#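 qHTS format, multiple compound concentrations. Buffer 50 mM HEPES pH 7.5/0.01% Tween-20; 200 nM KDM5BΔAP final; 10 min compound preincubation; substrate-mix levels 12.5 µM peptide, 25 µM α-KG, 0.25 mM NAD⁺; 30 min RT; ΔRFU.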
# * hit, by the source's call; ? = inconclusive; & = joins results of further samples; [ ] = remark or other dose. Potency is read from the fitted curve at half-maximal effect.
SMILES,KDM5B inhibitor
Cc1ccc(CN2C(=O)N(c3ccccc3)C(=O)C2CC(=O)Nc2ccccc2)cc1 (centres undefined),12.2%
O=C(NCCc1ccco1)C(=O)NCC1OCCCN1S(=O)(=O)c1ccc(Cl)cc1 (centres undefined),10.1%
COc1cc(C2CC(=O)Nc3ccsc32)ccc1OCc1ccccc1 (centres undefined),14.6%
CCC1(N2CCN(S(=O)(=O)c3ccc(F)c(C)c3)CC2)CCN(C(=O)NC)C1 (centres undefined),-15.5%
C/C(=N/Nc1ccc(S(N)(=O)=O)cc1[N+](=O)[O-])c1ccc(C)o1,9.8%
CC(=O)c1cccc(NC(=O)CSc2ccc(-c3ccco3)nn2)c1,?
O=C(C1CC=CC1)N1C[C@@H](COc2cccnc2)[C@H](c2ccccn2)C1,-8.9%
COc1ccc(S(=O)(=O)c2cc(NS(=O)(=O)c3ccc(Cl)cc3)c(C)c(C)c2O)cc1,-8.3%
CCOCCCN(Cc1ccco1)C(=O)c1cc2c(=O)[nH]c3ccc(C)cc3c2s1,?
Cc1ccc(C2NC(=O)N(CC(=O)Nc3ccc(C(F)(F)F)cc3)C3=C2C(=O)OC3)cc1 (centres undefined),-21.8%
COc1ccc(NC(=O)Cn2c(-c3ccc(F)cc3)nc(C)c(CCO)c2=O)cc1Cl,-17.9%
COC(=O)c1cc2sccc2n1Cc1nc(-c2cccc(Cl)c2)oc1C,-2.2%
CCOC(=O)c1[nH]c(CN2CCN(c3ccc(OC)cc3)CC2)c(C(=O)OCC)c1C,-23.0%
Cc1cccc(NC(=O)CSc2cn(CC(=O)N3CCOCC3)c3ccccc23)c1C,-8.8%
CCOc1ccccc1NC(=O)c1ncoc1-c1cccc(C)c1,10.8%
CCOc1ccc2ccccc2c1C(C(=O)O)N1CCN(CC2CC2)CC1 (centres undefined),-17.4%
O=C(NCCNC(=O)c1cc(-c2ccncc2)nc2ccccc12)c1ccco1,5.3%
CCn1cc(CN2C[C@@H]3C(=O)N(CCCN4CCCC4=O)C(=O)[C@@H]3C2)cn1,16.8%
C[C@@H]1C[C@H](C)CN(C(C(=O)O)c2cn(C)c3ccc(C(=O)O)cc23)C1 (some centres undefined),-28.0%
CCN1CCCC1CNC(=O)CCC1CCN(Cc2cn(CC)c3ccccc23)CC1 (centres undefined),?
O=C(NCc1nnc2n1CCC2)Nc1ccccc1,7.8%
O=c1cc(CN2CCN(S(=O)(=O)c3ccccc3)CC2)nc2sc(-c3ccccc3Cl)nn12,3.1%
Cc1ccc(C2Cn3nnc(C(=O)Nc4ccc(Br)cc4)c3CO2)cc1 (centres undefined),-2.8%
O=C(Cn1nc(-c2ccccc2)ccc1=O)N1CCc2ccccc2C1,-1.5%
CC(C)(C)c1nc(C(=O)N2CCOCC2)n2ccncc12,89.1µM*
O=C(Nc1ccc(Cl)c(C(F)(F)F)c1)c1cccc(I)c1,-36.0%
O=C(c1ccc(Cl)cc1)N1CCC(n2cc(-c3nc(-c4ccccc4)no3)nn2)CC1,-26.8%
Cn1cc(C2CCN(C(=O)c3sc(Cl)c(Cl)c3Cl)CC2)c2ccccc21,-14.4%
COCCO[C@H]1C(=O)N(C2CCN(C(=O)Nc3ccccc3F)CC2)[C@H]1c1ccncc1,-24.8%
COc1cccc(CN2CCC3(CC2)CC(O)CCO3)c1OC (centres undefined),-12.3%

# Quoted at random: 5 records from the list, in no set order.
SMILES,KDM5B inhibitor
Cn1cc(C2CCN(C(=O)c3sc(Cl)c(Cl)c3Cl)CC2)c2ccccc21,-14.4%
C[C@@H]1C[C@H](C)CN(C(C(=O)O)c2cn(C)c3ccc(C(=O)O)cc23)C1 (some centres undefined),-28.0%
CCN1CCCC1CNC(=O)CCC1CCN(Cc2cn(CC)c3ccccc23)CC1 (centres undefined),?
O=C(NCCNC(=O)c1cc(-c2ccncc2)nc2ccccc12)c1ccco1,5.3%
COCCO[C@H]1C(=O)N(C2CCN(C(=O)Nc3ccccc3F)CC2)[C@H]1c1ccncc1,-24.8%

# Further records
SMILES,KDM5B inhibitor
Cc1cccc(C)c1Nc1c(-c2ccsc2)nc2ccc(Cl)cn12,?
CCN1CCCCC12Cc1ccccc1CN(S(=O)(=O)c1ccccc1)C2 (centres undefined),22.1%[115 µM]
COc1cccc(N2C(=O)NC(=NC3CCCCC3)C23CCCN(C(=O)c2ccccc2)C3)c1 (centres undefined),18.8%[115 µM]
Cc1ccc(-c2nc(NC(=O)c3cc(C)on3)sc2C)c(C)c1,9.6%
CNc1oc(-c2cc(S(=O)(=O)N(C)c3ccccc3)c(C)o2)nc1C#N,-13.6%
O=C1CSc2ccc(S(=O)(=O)Nc3ccccc3Cl)cc2N1,10.3%
CCc1nnc([C@@H]2CC(F)(F)CN2Cc2cccn2C)o1,?
Cc1ccc(Cl)cc1N1CCN(S(=O)(=O)c2ccc3c(c2)C(C(C)C)C(=O)N3)CC1 (centres undefined),?
Cc1cccc(CN(C)CC2CCCN(CCc3cccc(C(F)(F)F)c3)C2)n1 (centres undefined),1.8%
O=C(c1ccccc1F)N1CCC2(CC1)CC(N(Cc1ccc(F)cc1)C1CC1)CCO2 (centres undefined),-10.6%
Cc1ccc(-c2nc(C#N)c(N3CCOCC3)o2)cc1,?
O=C(c1ccccc1)N1CCCN(c2cc(-c3ccccc3)[nH]n2)CC1,-7.4%
Cc1ccc(CSc2oc(-c3ccco3)nc2S(=O)(=O)c2ccc(Br)cc2)cc1,?
COC(=O)c1ccccc1NC(=O)C1=C(C)C(=O)OC12CCC(C)CC2 (centres undefined),-10.3%
CC(C)CCC(=O)N1C[C@@H]2CCCN3CCC[C@@H]([C@H]23)[C@H]1CCCC(=O)N1CCOCC1,-7.2%
Cc1cc(C)c2c(=O)cc(C(=O)NCCc3ccc(S(N)(=O)=O)cc3)oc2c1,7.3%&-21.7%
CONC(=O)c1ccc2c(c1)NC(=O)CS2,0.8%
O=C1NCCCCCCN(S(=O)(=O)c2cccnc2)[C@H]2C[C@H](c3nc(-c4cccnc4)no3)C[C@@H]12,-23.1%
COc1ccc(-n2nc(C3CCCN(C(=O)c4ccccc4Cl)C3)[nH]c2=O)cc1 (centres undefined),0.8%
CCOC(=O)c1ccc(N2CCN(CC)CC2)c(NC(=O)COc2ccc(C(C)(C)C)cc2)c1,?
CCC(C)Nc1oc(-c2ccc(S(=O)(=O)N3CCc4ccccc4C3)cc2)nc1C#N (centres undefined),-83.5%
Cc1c(-c2ccccc2)[nH]c2ccccc12,?
COc1ccc(CNC(=O)c2cccc3ccccc23)cc1,17.0%
Cc1ccc(OCC(=O)NCC(c2ccc(Cl)cc2)N2CCOCC2)cc1C (centres undefined),-0.3%
CC(=O)c1ccc(NC(=O)O[C@@H]2CO[C@H]3[C@@H]2OC[C@@H]3Nc2nccc(-c3ccco3)n2)cc1,?
CC(NC(=O)CNC(=O)OC(C)(C)C)c1ccccc1 (centres undefined),8.1%
CNC(=O)c1cccc(-c2cnc(Nc3ccc(N4CCOCC4)cc3)c3c2CCO3)c1,?
COc1ccc(-c2cc3ccc(OC)cc3oc2=O)c(OC)c1,-11.5%
CCOc1cc(/C=C2\NC(=O)NC2=O)ccc1OCc1ccc(C(=O)O)cc1,-11.1%
COc1ccc(C(=O)N(Cc2cc(OC)c(OC)c(OC)c2)CC2CCCO2)cc1 (centres undefined),?
Cc1cccc(Nc2nc3ccccc3nc2NS(=O)(=O)c2ccc(F)cc2)c1,9.5%
CC(C)=CCCC(C)CN1CCC(n2nccc2NC(=O)C2CCCC2)CC1 (centres undefined),-7.3%
Cn1cc(CNC(=O)C[C@@H]2C[C@H]3O[C@H](CNC(=O)N4CCOCC4)[C@@H](O)[C@H]3O2)cn1,-10.1%[86.2 µM]
COc1ccc(OCc2nc(C)c(CCO)c(=O)n2CC(=O)Nc2c(C)cccc2C)cc1,19.5%
COC(=O)c1ccccc1NC(=O)O[C@@H]1CO[C@H]2[C@@H]1OC[C@@H]2Nc1nccc(-c2ccc(N(C)C)cc2)n1,?
N#Cc1cccnc1N1CCC(C(N)=O)CC1,?
Cc1ccc(-c2cnc(CCC(=O)Nc3cc(Cl)c(N)c(Cl)c3)o2)cc1C,9.8%
O=C(CSc1ncnc2ccccc12)NC1CCS(=O)(=O)C1 (centres undefined),3.6%
Cc1cc2oc(C(=O)Nc3nonc3-c3cccs3)c(C)c2cc1C,2.8%
Cc1ccc(CCNC(=O)CCCn2c(=O)c3ccccc3n(Cc3ccccc3C#N)c2=O)cc1,-0.6%
OC1CCCN(CC(O)COC(c2ccccc2)c2ccccc2)C1 (centres undefined),?
CCc1ccc(NC(=O)Cn2c(=O)oc3cc(S(=O)(=O)N4CCCCCC4)ccc32)cc1,-23.8%
COCCc1noc(-c2nc(-c3ccc(C)cc3)no2)n1,10.3%
CCCN1CCCC2(CCN(C(=O)C(=O)c3cccn3C)C2)C1=O (centres undefined),-24.4%
Cc1cc2c(cc1S(=O)(=O)CCC(=O)NCCc1ccccc1)OCC(=O)N2,-3.0%
O=C(c1ccccn1)N1CCC(N2C(=O)C(O)C23CCCCC3)CC1 (centres undefined),-5.5%
CNC(=O)CN(C)S(=O)(=O)N1CCCC(C)C1 (centres undefined),3.9%
CN1CC2(CCCN(Cc3cccc4nonc34)C2)OC1=O (centres undefined),-10.8%
CCCCn1nc(C(=O)Nc2ccc3nc(N4CCOCC4)sc3c2)c2ccccc2c1=O,-4.9%
CCOc1ccc(-c2cccc(NS(=O)(=O)c3ccccc3C(F)(F)F)c2)nn1,-14.0%
O=C(c1ccoc1)N1C[C@@H](CO)[C@H](c2ccccn2)C1,19.6%
COc1ccc(Cl)cc1C(=O)N1C[C@@H](CO)[C@H](c2ccncc2)C1,-11.3%
Cc1ccc(C2C(C#N)=C(N)Oc3cc(C)n(C)c(=O)c32)s1 (centres undefined),-25.2%
CC(C)c1ccccc1NC(=O)C1CC2CCC1C2 (centres undefined),-6.2%
O=C(c1[nH]c2ccccc2c1Cl)N(Cc1ccccc1)Cc1ccco1,-5.0%
COc1ccc(NC(=O)[C@@H](c2ccccc2)N2Cc3ccccc3C2=O)cc1OC,8.4%
CCOC(=O)C1=C(CN2CCN(C(=O)OCC)CC2)NC(=O)NC1c1cccc(OC)c1OC (centres undefined),8.7%
COc1ccc(CC(=O)NC2CCN(c3cnn(C)c(=O)c3)CC2)cc1,17.8%
CCCNC(=O)CCc1c(C)nc2c(c(C)nn2-c2ccc(C)cc2)c1C,?
Cn1cccc1C(=O)NCc1ccc(Cl)cc1,-13.8%

# Structures shown so far containing a thiophene ring, fused or not, in the order listed:
SMILES,KDM5B inhibitor
COc1cc(C2CC(=O)Nc3ccsc32)ccc1OCc1ccccc1 (centres undefined),14.6%
CCOCCCN(Cc1ccco1)C(=O)c1cc2c(=O)[nH]c3ccc(C)cc3c2s1,?
COC(=O)c1cc2sccc2n1Cc1nc(-c2cccc(Cl)c2)oc1C,-2.2%
Cn1cc(C2CCN(C(=O)c3sc(Cl)c(Cl)c3Cl)CC2)c2ccccc21,-14.4%
Cc1cccc(C)c1Nc1c(-c2ccsc2)nc2ccc(Cl)cn12,?
Cc1cc2oc(C(=O)Nc3nonc3-c3cccs3)c(C)c2cc1C,2.8%
Cc1ccc(C2C(C#N)=C(N)Oc3cc(C)n(C)c(=O)c32)s1 (centres undefined),-25.2%

# (cont.)
SMILES,KDM5B inhibitor
CC(=O)N1CCC2(CC1)OC(=O)C(C)=C2C(=O)NCc1ccccc1Cl,15.2%
Cc1cc(C(=O)N2CCN(c3ncccn3)CC2)c2c(C)nn(C)c2n1,-4.2%
O=C(NCC(c1cccs1)S(=O)(=O)c1ccccc1)c1ccc(C(F)(F)F)cc1 (centres undefined),3.5%
CN(C)C[C@@H]1CN(C)C[C@H]1NS(=O)(=O)c1ccc2c(c1)CCCC2,-21.7%
Cc1cc(NC(=O)c2cccc(OC(C)C)c2)no1,1.7%
CC(C)c1cc(=O)oc2cc(OS(=O)(=O)c3ccc(F)cc3)ccc12,11.2%
CN(C(=O)Cn1c(=O)c2c(ncn2C2CCCC2)n(Cc2ccccc2)c1=O)C1CCS(=O)(=O)C1 (centres undefined),0.7%
COc1ccc2[nH]c(=O)c(CN(C(=O)c3cccnc3)C3CCCCC3)cc2c1,?
Cc1ccc(C)c(Cn2c(=O)n(-c3ccc(F)cc3)c(=O)c3sc4ccccc4c32)c1,?
CN1C(=O)N(c2cccc(Cl)c2)C(C)(O)CC1(C)C (centres undefined),23.7%
C[C@@]12CO[C@@H](Cc3ccccc3)O[C@@H]1CC[C@]1(C)C2CC[C@@H](O)[C@H]1CC(=O)NCc1cc(F)cc(F)c1 (some centres undefined),6.0%
Cc1cc(OC(C)C(=O)NCCCN(C)C)c2c(C)c(C)c(=O)oc2c1 (centres undefined),?
COc1ccc(C(=O)Nc2ncc(-c3ccc(OC)nc3)c3c2OCC3)cc1,-6.8%[86.2 µM]
Cc1cccc(Nc2nc(NC3CCCCCC3)nc3c2cnn3-c2ccccc2)c1,-6.3%
COC(=O)c1cc2sc(C)cc2n1CC(=O)Nc1ccc(C)cc1Cl,?
O=C(N/N=C/C(Br)=C\c1ccccc1)c1cccs1,5.7%
COc1nc2c(cc1CNC(=O)C1CC(=O)N(C)C1)C(=O)N(C1CCCC1)C2 (centres undefined),-23.8%
COc1ccc(C[C@@H]2NC(=O)[C@@H]3C[C@@H](NC(=O)Nc4cccc(SC)c4)CCN3C2=O)cc1,16.2%
Cc1cc(Cl)ccc1NC(=O)c1cc2ccccn2n1,2.5%

# Bioassay records: PubChem BioAssay, National Center for Advancing Translational Sciences (NCATS)

# These rows are one share of the data. The share of hits here may be higher or lower than overall.
